LYP inhibition = inhibitors of LYP phosphatase, biochemical, fluorescence intensity, uHTS (AID 1779); recombinant LYP phosphatase, fluorescence intensity; higher % means a stronger effect; one-dose inhibition, % at 11.5 µM; IC50 in µM for titrated hits; hit rate 0.054% among 290,000; in the data active means inhibition above about 50%;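 further: plate controls were vehicle with enzyme for no effect and no enzyme for full effect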
GPR35 antagonists = GPR35 antagonists blocking zaprinast-driven arrestin recruitment, primary screen, imaging, U2OS, beta-arrestin-GFP, zaprinast agonist (AID 2058). U2OS GPR35 beta-arrestin-GFP translocation imaging, zaprinast antagonism; higher % means a stronger effect. inhibition, % at 10 µM; hits with a dose series show IC50 in µM. hit rate 0.052% among 290,000;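 active means inhibition of at least 50% with at least 30 cells and total cytoplasm GFP at most 10,000,000; inconclusive means under 30 cells or total GFP of 10,000,000 plus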
RSV antiviral HEp-2 = RSV antiviral activity via CPE protection, HEp-2 cells, primary 10 µM value included (AID 2391); HEp-2 cells, RSV-induced CPE inhibition; higher % means a stronger effect; CPE inhibition, % at 10 µM, or IC50 in µM where a hit was titrated; hit rate 0.13% among 310,000; in the data active means a potency from the dose series; inconclusive means CPE inhibition mostly from about 23% at the one dose, without a potency; inactive means the rest, 99 in 100 with CPE inhibition below about 21%; further: strong numbers were not always called active
AID2073 = inhibitors of Mint1-CaV2.2 protein interaction, biochemical, HTRF (AID 2073); HTRF protein-protein interaction, Mint1-CaV2.2; higher % means a stronger effect; inhibition, % at 20 µM; hits with a dose series show IC50 in µM; hit rate 0.19% among 290,000; in the data active means inhibition mostly above about 51%, no sharp cut-off; inconclusive means no clear call, values can overlap the other calls; inactive means mostly below about 53%; further: some results filed as inactive read as strong as hits
NTR1 agonist = agonists of NTR1, primary screen, imaging, U2OS cells, beta-arrestin-GFP, high content (AID 493036); NTR1-U2OS beta-arrestin-GFP spot imaging, agonist mode; P30989; hit rate 0.17% among 330,000; activation, % at 20 µM;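 active means activation at or above 40% of the spot to cytoplasm intensity ratio, with at least 20 cells analyzed; inconclusive means wells under 20 cells, flagged as cytotoxic or low count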;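 further: 0% = DMSO without peptide and 100% = 100 nM NTR1 peptide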
Target sequence (P30989 whole entry, looked up): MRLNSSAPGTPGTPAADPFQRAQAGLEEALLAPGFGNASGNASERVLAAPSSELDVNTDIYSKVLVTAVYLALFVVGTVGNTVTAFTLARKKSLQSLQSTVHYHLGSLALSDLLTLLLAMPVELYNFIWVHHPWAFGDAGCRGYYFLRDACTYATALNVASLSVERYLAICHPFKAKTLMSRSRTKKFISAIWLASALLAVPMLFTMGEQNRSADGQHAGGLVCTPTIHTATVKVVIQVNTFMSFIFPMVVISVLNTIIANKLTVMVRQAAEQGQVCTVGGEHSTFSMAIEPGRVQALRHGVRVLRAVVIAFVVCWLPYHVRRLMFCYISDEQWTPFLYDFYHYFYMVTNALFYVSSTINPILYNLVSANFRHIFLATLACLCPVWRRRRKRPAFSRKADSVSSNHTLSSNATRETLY
Autophagy HCS = alters autophagy in cells; calls only at 10 µM (by protocol); AID 463193; hit rate 0.98% among 190,000; MEF GFP-LC3 puncta imaging; test concentration mostly 10 µM;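 active means percentage of spot-positive cells more than 3 SD above its plate mean, without a fluorescence outlier flag or 80% toxicity; inconclusive means no clear call, values can overlap the other calls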;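 further: spot-positive cell cutoff set from DMSO-treated cells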
K1F lysis inhibition = inhibition of K1F phage lysis, E. coli UTI89, bacterial capsule biogenesis inhibitors, alamar blue (AID 488966). E. coli UTI89 K1F phage lysis, alamar blue, 2 h; higher % means a stronger effect. inhibition, % at 100 µM, or IC50 in µM where a hit was titrated. hit rate 0.02% among 340,000;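 active means phage lysis inhibition, versus mean bacterial control, above a set limit; inconclusive means no clear call, values can overlap the other calls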;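 further: capsule biogenesis inhibitors block K1F phage lysis so surviving cells raise fluorescence; higher fluorescence means more inhibition of phage lysis; actives were called in the ten point dose series up to 300 µM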
NS5 inhibitors = Dengue-2 NS5 methyltransferase inhibitors, primary screen, biochemical, confirmation dose response (AID 588689). Dengue-2 NS5 methyltransferase capping enzyme assay, biochemical; higher % means a stronger effect. one-dose inhibition, % at 25 µM; IC50 in µM for titrated hits. hit rate 0.3% among 340,000; in the data active means a potency from the dose series; inconclusive means inhibition above about 29% without an active follow-up result
WT yeast gro inh = growth inhibition of WT yeast, mitochondrial fusion screen; mitochondrial fusion phenotypic screen, WT strain; inhibition, % at 10 µM; hit rate 2.1% among 190,000; in the data active means inhibition above about 58%; tested in S. cerevisiae
WT yeast gro inh mutant strain = recorded beside WT yeast gro inh, whose call it bears; inhibition, %; mitochondrial fusion phenotypic screen, mutant strain inhibition
Autophagy HCS cell loss 18 h = further read-out of Autophagy HCS, marked with its call; toxicity, %; measured here: cell loss, nuclei count;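 cell loss after 18 h compound exposure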
NTR1 agonist cell count 20 µM = also measured in NTR1 agonist; calls as there; cell count; measured here: cell count, cytotoxicity flag
NS5 inhibitors pilot replicate = also measured in NS5 inhibitors; calls as there; inhibition, %; measured here: pilot screen replicate inhibition
* hit, by the source's call; i = inactive; u = inconclusive; x = not tested or not shown; + = active, no number; [ ] = remark or other dose.

SMILES	LYP inhibition	GPR35 antagonists	RSV antiviral HEp-2	AID2073	NTR1 agonist	NTR1 agonist cell count 20 µM	Autophagy HCS	Autophagy HCS cell loss 18 h	K1F lysis inhibition	NS5 inhibitors	WT yeast gro inh	WT yeast gro inh mutant strain	others
CCn1c(CSc2nc3ccccc3s2)nc2ccccc21	0.3%	5.9%	3.6%	-8.5%	12.5	70	i	8.5	0.4%	-3.9%	63.5*	51.1*
Cc1ccc(NC(=O)N2C(=O)C3(OCCO3)c3ccccc32)cc1	-6.1%	4.5%	1.5%	2.6%	-1.1	55	i	7.9	0.3%	-6.9%	-5.8	-12.4
C=CCn1c(SC(C)C(=O)Nc2ccc(Cl)cn2)nnc1C1CC1 (centres undefined)	x	x	-0.8%	x	-0.2	52	x	x	1.9%[50 µM]	-10.1%	x	x
COc1ccc(NC(=O)CCc2nc3ccccc3[nH]2)cc1	-5.6%	-6.2%	-1.0%	5.3%	-0.6	74	i	36.9	0.2%	0.8%	-10.7	-7.2
CCCCc1ccc(NC(=S)N2CCCC(CO)C2)cc1 (centres undefined)	-10.5%	-5.8%	1.5%	0.5%	0.4	41	i	11.5	3.5%	-7.4%	9.4	4.9
Cn1cc(Br)c(C(=O)Nc2ncc(Br)s2)n1	-6.7%	1.2%	1.4%	3.3%	-0.8	98	+	-16.3*	1.3%	x	-18.9	-7.6
CCN(Cc1ccccc1)S(=O)(=O)c1nc2nc(C)c(C)c(C)n2n1	-6.6%	28.7%	1.4%	0.6%	-2.8	87	i	-0.4	0.6%	2.0%	5.3	6.1
COCCCNC(=O)c1ccccc1NS(=O)(=O)c1ccc(C)cc1	-6.2%	-5.2%	-1.2%	50.8%	0.1	57	i	2.6	0.4%	5.9%	-1.7	7.1
CCc1ccc(NC(=O)C(=O)N/N=C(\C)CC(=O)NCCOC)cc1	-3.7%	-10.0%	-0.4%	2.7%	2.4	43	i	-30.2	0.0%	-7.7%	11.0	3.1
CC(C)C(=O)Nc1ccc2c(c1)oc1ccccc12	-6.1%	0.7%	u	1.8%	2.0	69	i	-22.8	1.3%	-8.6%	1.3	6.0
COc1ccc(-c2n[nH]c(=S)n2-c2cc(OC)ccc2OC)cc1	-2.2%	-11.8%	0.8%	-29.5%	1.4	64	x	x	0.1%	19.8%	x	x
Cc1ccccc1NC(=O)CSc1nnc(NC(=O)C2CC2)s1	-11.2%	8.9%	5.1%	25.4%	-0.7	52	x	x	-0.2%	16.6%	x	x
Cc1ccc(C(=O)NCCNS(=O)(=O)c2ccccc2[N+](=O)[O-])cc1	-5.5%	9.3%	0.2%	16.8%	-1.0	79	x	x	1.5%	-1.6%	x	x
C/C(=N\NC(=O)Cn1c(C)nc2ccccc21)c1cccs1	-8.3%	-8.3%	5.2%	-3.9%	2.7	55	i	-3.6	2.8%[50 µM]	-5.3%	-6.4	9.5
COc1ccc(Cl)cc1C(=O)NNC(=O)c1n[nH]c2ccccc12	x	x	3.2%	x	-1.0	83	x	x	0.3%[50 µM]	-8.1%	x	x
O=C(Nc1ccccc1)C1C(c2ccccc2)C1(Cl)Cl (centres undefined)	-12.0%	-4.4%	21.4%	6.3%	3.1	58	x	x	0.8%	-8.8%	x	x
CC1CCN(CC(=O)Nc2nccs2)CC1	-7.8%	-3.3%	11.9%	6.8%	0.7	57	x	x	u	-1.6%	x	x
Cn1c(CCN2CCCCCC2)nc2cc(NC(=O)Nc3ccccc3)ccc21	0.2%	-8.3%	4.2%	1.9%	1.6	82	i	-11.3	0.5%	-33.5%	5.4	-0.5
Cc1cccc(NC(=O)CNC(=O)CCNC(=O)c2ccc(C(C)(C)C)cc2)c1C	x	x	0.1%	x	0.7	40	x	x	0.7%[50 µM]	-7.6%	x	x
Fc1ccc(NC(=S)NC2CCN(Cc3ccccc3)CC2)cc1	-4.7%	-24.3%	-2.7%	-1.8%	0.6	60	i	10.1	-0.7%	-9.9%	4.6	17.8

Sorted by formula weight (rising): some entries from above.
SMILES	LYP inhibition	GPR35 antagonists	RSV antiviral HEp-2	AID2073	NTR1 agonist	NTR1 agonist cell count 20 µM	Autophagy HCS	Autophagy HCS cell loss 18 h	K1F lysis inhibition	NS5 inhibitors	WT yeast gro inh	WT yeast gro inh mutant strain	others
COc1ccc(-c2n[nH]c(=S)n2-c2cc(OC)ccc2OC)cc1	-2.2%	-11.8%	0.8%	-29.5%	1.4	64	x	x	0.1%	19.8%	x	x
Cc1ccccc1NC(=O)CSc1nnc(NC(=O)C2CC2)s1	-11.2%	8.9%	5.1%	25.4%	-0.7	52	x	x	-0.2%	16.6%	x	x
CCN(Cc1ccccc1)S(=O)(=O)c1nc2nc(C)c(C)c(C)n2n1	-6.6%	28.7%	1.4%	0.6%	-2.8	87	i	-0.4	0.6%	2.0%	5.3	6.1

Next section
SMILES	LYP inhibition	GPR35 antagonists	RSV antiviral HEp-2	AID2073	NTR1 agonist	NTR1 agonist cell count 20 µM	Autophagy HCS	Autophagy HCS cell loss 18 h	K1F lysis inhibition	NS5 inhibitors	WT yeast gro inh	WT yeast gro inh mutant strain	others
O=c1[nH]c(/C=C\c2cccs2)nc(O)c1[N+](=O)[O-]	-8.9%	10.4%	0.4%	2.9%	0.3	42	i	1.0	0.3%	6.8%	-11.5	3.1
CCN(CC)c1nc2ccccc2[nH]1	-5.3%	-1.2%	1.7%	12.6%	-1.0	74	i	-5.2	0.2%	-5.7%	-3.6	-2.1
CCOc1ccc(-n2c(SCC(N)=O)nc3c(c2=O)SCC3)cc1	-10.6%	17.1%	1.8%	-27.2%	-0.7	91	i	-2.4	0.3%	-3.3%	1.6	-8.0
COc1cccc(CNc2nnnn2C)c1	-3.4%	8.8%	0.0%	6.2%	-0.1	61	x	x	0.3%	-2.7%	x	x
COc1ccc(NC(=O)N2CCc3ccccc3C2)cc1OC	-8.9%	-1.6%	1.5%	-0.5%	-1.2	64	x	x	-0.4%[50 µM]	-2.6%	x	x
O=C(N/N=C/c1cccc([N+](=O)[O-])c1)c1cc(-c2ccccc2)nc2ccccc12	-3.6%	3.1%	3.6%	3.3%	9.3	80	i	11.3	0.3%	-6.3%	7.7	-1.0
CC(=O)N(Cc1ccc(F)cc1)C1=C(NCc2ccccc2)C(=O)c2ccccc2C1=O	5.2%	13.0%	x	4.1%	x	x	i	18.3	-1.4%	11.2%	42.9	1.8
CC(Oc1ccccc1F)c1nnc(SCC(=O)Nc2ccc(N3CCOCC3)cc2)o1 (centres undefined)	x	x	2.1%	x	-0.6	61	x	x	0.7%[50 µM]	-5.9%	x	x
COCCN(C(=O)CSc1ncn[nH]1)c1c(N)n(Cc2ccccc2)c(=O)[nH]c1=O	x	x	1.5%	x	1.7	53	x	x	1.6%[50 µM]	9.4%	x	x
COc1ccc(S(=O)(=O)NCc2cccnc2)cc1NC(=O)c1ccc(C)cc1	x	x	0.2%	x	0.3	54	x	x	0.7%[50 µM]	4.4%	x	x
CCC(NC(=O)Cc1c(C)c2c(cc(C)c3c(C)c(C)oc32)oc1=O)C(=O)O (centres undefined)	-4.8%	5.3%	3.7%	u	1.1	94	x	x	0.8%[50 µM]	-1.3%	x	x
CN1C(=O)NC(c2ccc(O)cc2)C2=C1CN(c1ccc(O)cc1)C2=O (centres undefined)	-4.3%	-10.8%	1.8%	1.8%	-0.4	55	i	-2.1	-0.4%	-1.5%	7.7	1.8
O=C(CCn1nc(-c2ccc(F)cc2)ccc1=O)NCc1ccccc1	-6.7%	1.7%	3.6%	4.9%	-0.9	55	x	x	0.9%	1.6%	x	x
CC(C)N1CN=C(Nc2nc3ccccc3o2)NC1	-5.2%	14.7%	4.6%	-7.6%	2.5	62	i	14.5	0.2%	-0.8%	-3.9	-12.4
COc1cc(OC)c(C(=O)NCC2CCCO2)cc1OC (centres undefined)	-4.0%	-13.3%	-0.4%	34.2%	3.2	65	i	2.9	0.4%	-8.2%	-5.3	13.1
COCCn1c(SCc2nc3cc(OC)c(OC)cc3c(=O)[nH]2)nnc1-c1ccncc1	-4.1%	-7.0%	0.6%	2.4%	-0.2	41	i	-26.8	-0.4%	-3.8%	0.2	-6.7
COc1ccc(CN2CCN(C(=O)CC(C)C)CC2)cc1OC	-9.8%	11.3%	0.5%	-1.3%	-0.1	50	i	-8.4	0.3%	-1.1%	-0.2	29.6
O=C(O)c1sc2cc(C(F)(F)F)cnc2c1-c1ccccc1	6.6%	11.0%	1.8%	8.8%	2.1	85	i	-4.5	0.5%	-3.1%	3.9	4.8
O=C(COc1ccc2c3c(c(=O)oc2c1)CCCC3)N1C[C@H]2C[C@@H](C1)c1cccc(=O)n1C2	-5.0%	1.7%	-0.6%	7.9%	-0.4	82	x	x	1.1%	-2.9%	x	x
COc1ccccc1C1(O)CCN(CC(=O)Nc2nc(-c3ccccc3)cs2)CC1	1.1%	1.7%	1.7%	3.6%	7.4	76	i	-1.2	8.2%	-5.2%	20.5	-3.9
Clc1ccc(Cc2ccc(SCc3ccccc3)nn2)c(Cl)c1	-5.1%	-5.3%	21.0%	-5.1%	10.2	91	i	4.1	0.9%	-1.2%	-8.2	-11.5	NS5 inhibitors pilot replicate=0.6
CCOC(=O)N1CCC(Nc2nc3ccccc3n3nnnc23)CC1	-5.0%	-3.1%	2.1%	11.6%	1.8	50	i	8.8	-0.1%	15.0%	5.1	1.8
CCNC1=C(Cl)C(=O)c2ccccc2C1=O	-8.8%	-6.0%	-0.6%	-7.6%	0.0	50	i	-2.0	-0.3%	6.4%	3.7	23.9
CC(=O)C(=Nc1ccc(Cl)cc1Cl)NNc1cccc(Cl)c1	3.9%	-8.0%	3.1%	-30.5%	2.2	42	i	-6.5	0.1%	3.9%	0.1	6.5
N#Cc1c(N)sc(=S)c2c1CCCCC2	-7.8%	5.4%	1.9%	6.2%	0.8	53	i	1.1	1.3%	>100µM*	-2.8	-24.9
O=C(O)/C(=C\c1ccccc1)c1ccccc1	-8.9%	9.4%	-1.4%	-5.4%	-1.9	59	x	x	1.1%[50 µM]	-4.0%	x	x
O=C(NNC(=O)c1csc(N2CCOCC2)n1)c1ccc(=O)[nH]c1	x	x	1.0%	x	1.5	72	x	x	0.2%	0.7%	x	x
C/C(Cn1cnc([N+](=O)[O-])n1)=N\NC(=O)c1ccccc1F	x	x	2.0%	x	-1.8	89	i	32.9	0.0%	-7.0%	-6.3	8.0
COc1ccccc1N1CCN(C(=O)c2ccc(C(C)(C)C)cc2)CC1	-5.9%	4.3%	0.1%	-5.3%	1.7	67	i	-4.9	0.0%	-8.8%	40.9	-3.2
CCC1(c2ccc(F)cc2)NC(=O)N(CC(=O)Nc2ccc(-c3nc4ccc(C)cc4s3)cc2)C1=O (centres undefined)	-8.9%	-2.0%	77.9%	21.4%	9.0	65	i	0.0	0.3%	-1.9%	10.1	-7.8
OCCC1CN(Cc2cnc(N3CCOCC3)s2)CCN1C1CCCC1 (centres undefined)	-4.1%	4.2%	-1.1%	-14.9%	0.5	60	i	9.9	0.3%	4.0%	-0.5	3.0

Compound activity: PubChem, several laboratories
